Bioassay records deposited in PubChem by several laboratories.
PP1 counter: PP1-alpha (human) inhibition in PP5 counter-screen. actives 0.9% (n = 320,000). purified PP1alpha, OMFP fluorescence. inhibition, % at 6.7 µM. P62136;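 active = inhibition above the mean inhibition of all tested compounds plus 3 SD, computed separately for each screening campaign, cut at about 15% in these data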
TPT1 inh: C. albicans TPT1 enzyme inhibition; recombinant caTPT1, FP RNA substrate dephosphorylation; inhibition, % at 5 µM; actives 0.81% (n = 300,000); AID 1962;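 active = inhibition above the mean of all tested compounds plus 3 SD, set per screening campaign, cut at about 24% in these data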;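 note: plate controls were DMSO alone for no effect and ferristatin control at 100 nM for full effect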
Fh CTSL1 inh: counter-screen for PFM18AAP inhibitors: inhibitors of F. hepatica cathepsin L1; AID 1906; recombinant F. hepatica cathepsin L1, Z-Leu-Arg-MCA fluorescence; actives 0.49% (n = 300,000); inhibition, % at 5.96 µM;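 active = inhibition above the mean of all tested compounds plus 3 SD, set per screening campaign, cut at about 17% in these data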;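 note: 0% = plate median of test compound wells and 100% = 1 µM Z-Phe-Ala-diazomethylketone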
LYPLA2 inh: counter-screen for PME1 inhibitors: inhibitors of human LYPLA2; recombinant LYPLA2, FP-Rh probe fluorescence polarization; inhibition, % at 5.9 µM; actives 0.38% (n = 320,000); AID 2177;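 active = inhibition above the screen-wide mean plus 3 SD, limit set per campaign, cut at about 26% in these data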;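 note: 0% = LYPLA2 with DMSO and 100% = wells lacking LYPLA2 enzyme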
Target sequence (O95372 whole entry, looked up): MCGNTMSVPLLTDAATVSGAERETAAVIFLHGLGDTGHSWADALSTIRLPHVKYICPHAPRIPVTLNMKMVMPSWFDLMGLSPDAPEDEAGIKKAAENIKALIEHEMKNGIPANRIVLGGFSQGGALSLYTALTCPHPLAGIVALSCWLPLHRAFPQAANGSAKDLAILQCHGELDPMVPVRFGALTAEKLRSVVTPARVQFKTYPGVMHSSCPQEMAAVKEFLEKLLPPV
PP5 primary: PP5 (human) phosphatase inhibition. P53041. purified PP5c, OMFP substrate fluorescence. inhibition, % at 6.7 µM. actives 0.18% (n = 320,000);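 active = inhibition above the campaign's mean inhibition across all tested compounds plus 3 SD, cut at about 9.5% in these data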;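 note: 0% = DMSO only and 100% = 100 µM cantharidin control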
JMJD2C inh: inhibitors of human GASC-1 (JMJD2C) demethylase. AID 2099. inhibition, % at 2.35 µM. actives 0.069% (n = 330,000). GST-JMJD2C(1-420) H3K9me3 demethylation, DELFIA europium;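 active = more than half of a compound's replicate wells show inhibition beyond 50%, single wells judged on their own value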;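 note: signal counts dimethyl H3K9 product captured on neutravidin plate; 0% = median of DMSO wells and 100% = 0.3 times that DMSO median; strong numbers were not always called active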
core dimer inh: blocks dimerization of HCV core protein; inhibition, % at 5 µM; TR-FRET GST/Flag-core106 dimerization, 1536-well; actives 0.33% (n = 300,000); AID 1899;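 active = inhibition above the mean of all tested compounds plus 3 SD, set per screening campaign, cut at about 45% in these data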
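Test system: GST/Flag-tagged HCV core106 proteins; Medium: KF-containing HEPES buffer, pH 7.45, DTT, CHAPS, BSA; Times: compound-protein-antibody incubation 4 h at 22.5 °C; Detection: TR-FRET 671 and 617 nm emission; Benchmarks: wells lacking GST-core106 and wells with excess unlabelled core106.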
PREPL inhibitor: inhibitors of human prolyl oligopeptidase-like enzyme PREPL; recombinant PREPL, fluorescence polarization activity-based probe; Q4J6C6; inhibition, % at 5.96 µM; actives 0.68% (n = 320,000); in the data active = inhibition above about 43%;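 note: 0% = enzyme with DMSO and 100% = wells lacking enzyme; many of its hits are not listed in these tables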
Target sequence (Q4J6C6 whole entry, looked up): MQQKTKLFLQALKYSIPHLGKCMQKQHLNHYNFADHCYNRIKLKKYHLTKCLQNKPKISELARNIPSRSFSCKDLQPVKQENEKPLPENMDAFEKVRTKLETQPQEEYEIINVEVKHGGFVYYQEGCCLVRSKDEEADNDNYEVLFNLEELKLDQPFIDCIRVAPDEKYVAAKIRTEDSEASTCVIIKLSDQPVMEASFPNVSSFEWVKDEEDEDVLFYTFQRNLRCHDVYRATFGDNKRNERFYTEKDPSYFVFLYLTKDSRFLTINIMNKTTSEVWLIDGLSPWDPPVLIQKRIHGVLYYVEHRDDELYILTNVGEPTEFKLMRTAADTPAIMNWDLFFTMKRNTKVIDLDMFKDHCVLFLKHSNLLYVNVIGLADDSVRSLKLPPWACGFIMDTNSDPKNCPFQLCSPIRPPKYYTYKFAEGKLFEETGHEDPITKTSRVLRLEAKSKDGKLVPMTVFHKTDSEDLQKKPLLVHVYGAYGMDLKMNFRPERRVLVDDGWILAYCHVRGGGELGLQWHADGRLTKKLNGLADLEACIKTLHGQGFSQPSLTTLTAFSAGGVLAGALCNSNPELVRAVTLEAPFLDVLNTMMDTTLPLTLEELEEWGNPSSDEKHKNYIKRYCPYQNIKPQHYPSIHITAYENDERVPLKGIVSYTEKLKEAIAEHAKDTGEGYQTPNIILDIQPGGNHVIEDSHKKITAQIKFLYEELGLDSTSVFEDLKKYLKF
Efflux pump mplx: inhibitors of Candida antifungal efflux pumps expressed in yeast; S. cerevisiae Candida pump triplex, Nile Red efflux; inhibition, % at 10 µM; actives 0.44% (n = 330,000);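 active = plate passing quality check with inhibition over a set limit, or well fluorescence over plate mean plus 4 SD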;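 note: Nile Red retained in pooled yeast measured as flow cytometry median fluorescence; 0% = buffer negative control and 100% = Enniatin B positive control; higher means more Nile Red kept so more efflux inhibition; some compounds called inactive have numbers as strong as hits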
* = called active by the depositor; . = no result given. A portion of the library; count on the stated rates, not on these rows.

Below each compound – PP1 counter	TPT1 inh	Fh CTSL1 inh	LYPLA2 inh	PP5 primary	JMJD2C inh	core dimer inh	PREPL inhibitor	Efflux pump mplx
CCOC(=O)C1CCN(C(=O)Nc2cc(Cl)cc(Cl)c2)CC1
→ -1	-1	-5	1	1.9	6	4	-3	-0.1
O=C(NC(=S)Nc1ccccn1)c1ccc([N+](=O)[O-])cc1
→ 2	-4	1	1	1.0	48	-9	8	0.5
CC1CCCCC1NC(=O)C1CCN(S(=O)(=O)N2CCCCCC2)CC1 (stereo not given)
→ 1	0	-1	3	2.6	13	-1	16	0.0
CCCCc1ccc(NC(=S)N2CCN(C)CC2)cc1
→ 0	0	-1	5	1.1	18	0	-11	0.0
COc1ccc(-c2ocnc2C(=O)N2CCN(C(=O)C(c3ccccc3)c3ccccc3)CC2)cc1
→ -2	-2	3	-4	0.8	7	2	0	-0.2
CC(=O)n1nc(-c2ccc(Cl)cc2)nc1NCc1ccco1
→ -3	0	0	1	2.4	2	-2	6	-0.1
O=C(COC(=O)C(O)c1ccccc1)c1ccc2c(c1)OCCO2 (stereo not given)
→ -1	-5	-8	6	-0.5	0	-1	4	-0.3
Nc1nc2n(c1C(=O)c1ccccc1)CCC2
→ 4	-2	5	-1	-0.8	11	-4	5	-0.1
CCC(NC(=O)/C(=C\c1ccc2c(c1)OCO2)NC(C)=O)C(=O)O (stereo not given)
→ 0	0	5	-7	2.8	-5	1	-4	-0.1
Cc1ccc(OCC(O)CN2CCC(Cc3ccccc3)CC2)c(C)c1 (stereo not given)
→ 2	-2	0	21	1.2	7	-5	4	0.1
Cc1ccc(-c2ccc(CCC(=O)O)n2CC2CCCO2)cc1 (stereo not given)
→ 3	5	-2	0	3.9	-5	0	1	0.2
Fc1ccc(C(CCNCc2cccs2)c2ccco2)cc1 (stereo not given)
→ -5	-3	2	0	4.5	12	-10	-26	0.5
O=C1N/C(=C/c2cccn2-c2ccc(F)cc2)C(=O)N1Cc1ccccc1
→ 5	6	0	3	-2.4	0	9	6	-0.1
CN(Cc1ccccc1)C(=O)c1nc2ccccn2c1CN1CCc2sccc2C1
→ -1	1	-2	-1	2.6	8	5	8	0.1
Cc1c(NS(=O)(=O)c2cccs2)cccc1-c1nc2cccnc2s1
→ -2	0	1	-4	-1.9	0	8	-25	0.0
CCOC(=O)Cn1ccc(NC(=O)COc2ccc(F)cc2F)n1
→ -7	-2	-4	-8	0.9	-14	0	4	-0.2
CCNC(=O)c1ccccc1NC(=O)C1CC(=O)N(C(C)C)C1 (stereo not given)
→ -2	0	1	0	-1.0	1	-4	11	-0.1
C[C@H](Nc1ncnc2sc3c(c12)CCC3)C(=O)O
→ -1	-6	3	0	-0.4	0	-2	-5	0.1
COc1ccc(C(=O)CSc2nnc(NC(=O)C3CC(=O)N(c4ccccc4)C3)s2)cc1 (stereo not given)
→ 17*	4	-1	-1	2.0	-5	7	-15	0.0
Cc1n[nH]c(=S)n(/N=C/c2cccc([N+](=O)[O-])c2)c1=O
→ -4	-2	5	5	-0.5	-10	-2	-1	-0.3
CCc1ccccc1NC(=O)CNC(=O)CSC(=S)N1CCCC1
→ -1	.	.	-1	6.0	-4	.	12	0.0
CCOc1ccc(NC(=O)COc2nsnc2N2CCOCC2)cc1
→ -3	0	2	3	0.2	-2	-3	9	-0.1
CCOc1ccc(S(=O)(=O)NCCC(=O)N2CCN(c3ccccc3O)CC2)cc1
→ 0	1	0	2	-1.6	2	3	7	-0.1
O=C(Nc1ccc(C(=O)N2CCCC2)cc1)c1ccc(F)cc1Cl
→ -2	-2	2	7	0.2	-2	-13	14	-0.4
C=CCSc1nc2ccccc2c(=O)n1Cc1ccccc1
→ 0	-5	2	-9	1.1	34	-1	14	-0.1
O=C(O)c1cncc(Br)c1
→ 3	0	4	0	-1.6	2	-5	1	-0.1
CCn1ncc(/C=N\NC(=O)c2cc(-c3ccc(C)cc3C)nc3ccccc23)c1C
→ -1	-2	2	-4	-0.3	0	-1	-10	-0.1
CCOC(=O)Cc1csc(NC(=O)CCSc2ccccc2)n1
→ 0	-1	5	2	-0.6	3	4	0	0.1
Cn1c2c(c(=O)n(C)c1=O)C(c1ccc(Cl)cc1)C(C#N)=C(N)O2 (stereo not given)
→ 4	1	-4	-1	0.3	19	2	7	-0.1
COc1ccccc1CC(=O)Nc1ccc(Cl)cc1C(=O)O
→ 5	-3	1	5	0.7	-9	-6	-5	-0.1
Cc1ccc(-n2nc(C(=O)N3CCN(C)CC3)c3c4ccccc4n(C)c3c2=O)cc1
→ -3	-4	0	-2	1.2	4	4	2	-0.1
Cc1nn(C)cc1[C@@H]1C[C@H]2CN(Cc3cccc(Cl)c3)C(=O)[C@]23CCCN13
→ -5	1	-4	7	1.9	4	1	21	0.0
COc1ccc(C(=O)N/C(=C/c2ccco2)C(=O)NC2CCS(=O)(=O)C2)cc1 (stereo not given)
→ 1	-6	5	13	-1.7	-8	0	18	-0.1
Cc1cc(CNC(=O)C(C)n2nc(C)c([N+](=O)[O-])c2C)c2ccccc2n1 (stereo not given)
→ -4	2	3	-7	-2.0	-2	0	-6	0.1
O=S(=O)(c1ccccc1)c1nc(NCc2cccnc2)sc1Cl
→ -2	2	5	3	0.2	-14	-3	2	0.0
Cc1cc2c(c(SCC(=O)NCc3ccccc3Cl)n1)C(=O)OC2
→ -4	-3	2	7	-1.1	-7	-4	4	0.0
CN1/C(=C\C=N\NC(=O)c2cccnc2)C(C)(C)c2ccccc21
→ 1	0	2	-8	0.9	4	-24	-9	0.1
CC(=O)Nc1ccc(C(=O)NNC(=O)c2cc([N+](=O)[O-])cc([N+](=O)[O-])c2)cc1
→ 2	-1	-1	3	2.3	4	-9	9	-0.1
CCC(=O)Nc1cccc(-c2nnc(SCC(=O)c3ccccc3)n2C)c1
→ 0	-1	-6	-2	-0.3	0	1	5	0.4
CCCCc1ccc(NC(=O)CC(C)=O)cc1
→ -8	1	5	-7	-0.6	10	8	7	0.1
CC(C)(C)NC(=S)NC1CC1
→ -5	1	-1	5	-1.2	7	0	6	0.1
CCc1nc2ccc(C(=O)N(C)CC(=O)Nc3cccc(F)c3)cc2nc1CC
→ -2	.	.	-3	2.4	.	.	10	-0.5
Cc1nc(SCc2ccc(Br)cc2)[nH]c(=O)c1C
→ -1	-1	4	-3	0.9	.	-5	8	0.1
c1ccc(Nc2nc(-c3ccncc3)cs2)cc1
→ 0	-3	1	-4	-0.6	9	-1	17	0.1
O=C(CCc1nnc2ccc(NCc3ccco3)nn12)N1CCCCC1
→ 2	4	2	-3	5.3	3	1	8	0.0
COc1ccc(NC(=O)c2ccccc2NC(=O)c2ccco2)cc1
→ -6	-4	4	2	1.3	3	-7	-7	0.0
O=C(O)c1nsc(Cl)c1Cl
→ -3	-3	-2	4	-1.1	16	-8	-5	0.0
CC(C)c1nnc(N2C(=O)c3oc4ccccc4c(=O)c3C2c2ccco2)s1 (stereo not given)
→ 6	-2	1	2	1.7	2	9	1	0.1
CN1CCN(S(=O)(=O)c2ccc(Br)c3ccccc23)CC1
→ -2	1	-2	-2	-0.9	5	4	-46	-0.2
COC(=O)[C@@H]1[C@@H](C#N)C2(c3ccccc3-c3ccccc32)N(c2ccc(Cl)cc2)N1C#N
→ 3	-2	1	-5	3.0	1	30	-5	-0.1
COc1cccc(CNC(=O)COC(=O)c2cccc(S(=O)(=O)N3CCN(C(C)=O)CC3)c2)c1
→ -6	.	.	4	-1.2	-4	.	-1	0.3
Nc1c(-c2ccccc2)cnn1-c1cccc([N+](=O)[O-])c1
→ 3	-2	1	1	2.1	4	-4	22	0.0
C=CCn1c(C)cc(C(=O)COC(=O)[C@@H](NC(=O)c2ccccc2Cl)C(C)C)c1C
→ -1	-3	-6	7	1.2	10	4	2	0.1
COc1ccc(-c2n[nH]c(=S)n2Cc2ccco2)cc1
→ 3	-3	4	6	1.3	0	1	0	-0.3
O=C(CN1C(=O)c2ccccc2S1(=O)=O)NC(Nc1ccccc1F)C(Cl)(Cl)Cl (stereo not given)
→ 3	-3	6	-4	4.2	-5	4	1	-0.2
COc1cccc(-c2ccc(NC(=O)C3CCCN(CCCn4cccn4)C3)cc2)c1 (stereo not given)
→ -1	1	-1	-1	1.3	6	-7	-5	-1.3
CCN(CC)CCOC(c1ccccc1)c1ccc(C)cc1 (stereo not given)
→ -2	0	2	4	-0.9	5	-3	-16	-0.1
CCCCCn1c(CNC(=O)CCC)nc2ccccc21
→ -3	-1	3	3	0.5	6	9	0	-0.1
Cc1ccc(N(C)C2=NC(=O)CS2)cc1Cl
→ -1	-1	0	5	0.9	-38	6	-1	0.1
Cc1cccc(OCC(=O)Nc2cccc(O)c2)c1
→ 0	-3	3	7	2.4	5	-7	9	-0.1

3 of the entries above in order of their number in PREPL inhibitor, largest number first:
molecule	TPT1 inh	PP5 primary	JMJD2C inh	core dimer inh	PREPL inhibitor	Efflux pump mplx
CCNC(=O)c1ccccc1NC(=O)C1CC(=O)N(C(C)C)C1 (stereo not given)	0	-1.0	1	-4	11	-0.1
CCOc1ccc(S(=O)(=O)NCCC(=O)N2CCN(c3ccccc3O)CC2)cc1	1	-1.6	2	3	7	-0.1
O=C1N/C(=C/c2cccn2-c2ccc(F)cc2)C(=O)N1Cc1ccccc1	6	-2.4	0	9	6	-0.1

Additional entries follow:
Below each compound – PP1 counter	TPT1 inh	Fh CTSL1 inh	LYPLA2 inh	PP5 primary	JMJD2C inh	core dimer inh	PREPL inhibitor	Efflux pump mplx
COCCC(=O)Nc1ccc2c(c1)CN(C(=O)CCOC)CC2
→ 0	2	-1	2	1.5	-5	-2	2	0.0
CC(=O)c1cccc(S(=O)(=O)Nc2c(C)nn(C)c2C)c1
→ -1	.	.	-2	-0.1	8	.	0	-0.1
O=C(NCc1cccs1)C1CC(c2ccc(F)cc2)=NO1 (stereo not given)
→ -3	3	-5	3	-0.7	2	-4	-6	-0.1
CCCCOCCCNC(=O)CN1C(=O)c2ccccc2C1=O
→ 0	-2	-2	-4	1.6	7	-5	8	0.0
CC(C)CC(C(=O)Nc1oc(-c2ccco2)c(-c2ccco2)c1C#N)N1C(=O)c2ccccc2C1=O (stereo not given)
→ 1	13	2	-12	3.4	10	20	3	-0.2
CSc1ccccc1NC(=O)CSc1nnc(CNC(=O)c2ccccc2F)n1C
→ -1	-5	7	2	-1.4	3	-12	12	-0.2
S=C(NCCc1c[nH]c2ccccc12)NC1CCCC1
→ 0	3	-2	-1	5.4	1	-12	12	-0.3
Cc1ccc(NC(=O)C2CCC(N3C(=O)C4CCCCC4C3=O)CC2)cc1 (stereo not given)
→ -4	2	1	0	4.9	-10	1	-5	0.1
O=C1COc2ccc(C(=O)COc3ccc(Cl)cc3Br)cc2N1
→ 2	4	-7	0	0.8	0	8	16	0.0
COc1ccc(NC(=O)CNc2cccc(C#N)c2)cc1Cl
→ 1	2	-2	-4	2.0	-16	24	6	0.0
COC(=O)c1cccc(NC(=O)c2nn(C(C)C)c(=O)c3ccccc23)c1
→ 1	0	6	-2	1.7	77	-2	0	0.4
CC(=O)N1CCc2cc(S(=O)(=O)NC(C)c3ccccc3)ccc21 (stereo not given)
→ -1	1	-1	3	2.9	.	-12	10	0.0
CC(C)(C)c1ccc(CSc2nnc(-c3ccccn3)n2Cc2ccco2)cc1
→ 11	-2	5	1	4.6	8	15	15	-0.1
Cc1ccc(C)c(NC(=S)NC2CC3CCC(C2)N3Cc2ccco2)c1 (stereo not given)
→ 2	0	1	4	1.6	-9	-8	7	0.0
O=C(Nc1ncc(S(=O)(=O)c2ccc([N+](=O)[O-])cc2)s1)c1ccc2ccccc2c1
→ -1	1	-1	3	0.9	18	34	21	-0.2
